D1 antag: antagonists of human D1 dopamine receptor; HEK293 TREx D1 cells, calcium flux, dopamine EC80; active compounds read low; activity change, negative = inhibition, % at 10 µM; 360,000 compounds, 3.2% hits; P21728; in the data active means activity change below about -30%; further: on the % scale 0 is the no-effect control and ±100 the full control effect
Target sequence (P21728 whole entry, looked up): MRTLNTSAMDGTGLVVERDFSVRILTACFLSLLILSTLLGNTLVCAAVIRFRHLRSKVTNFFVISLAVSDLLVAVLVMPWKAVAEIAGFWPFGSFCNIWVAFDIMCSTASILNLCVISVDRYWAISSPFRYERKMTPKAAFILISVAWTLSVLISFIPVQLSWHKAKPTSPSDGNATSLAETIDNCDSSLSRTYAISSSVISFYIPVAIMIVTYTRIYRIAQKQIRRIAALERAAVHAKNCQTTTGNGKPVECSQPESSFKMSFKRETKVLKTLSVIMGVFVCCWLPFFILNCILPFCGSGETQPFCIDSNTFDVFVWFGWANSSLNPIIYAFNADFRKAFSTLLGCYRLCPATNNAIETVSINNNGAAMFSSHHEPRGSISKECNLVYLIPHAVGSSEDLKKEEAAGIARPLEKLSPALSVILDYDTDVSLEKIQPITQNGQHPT
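Inducible Hek293 Trex D1 cells (tetracycline, overnight, 30 C). Calcium dye 30–90 min RT. Antagonist mode: EC80 dopamine added after 180 s compound read.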
RXFP1 ag: activates the human relaxin receptor RXFP1; Q9HBX9; HEK293T-RXFP1 cAMP TR-FRET, 30 min; response scale: percent of porcine relaxin response, buffer zero; Potency, µM (titrated, usually from 57.5 µM), for inactives: top-dose activation, usual class: activators; 370,000 compounds, 0.3% hits; further: potency means the concentration at half of the fitted maximal effect; on the % scale 0 is the no-effect control and ±100 the full control effect; nearly all actives have a fitted effect of over 60% in size; many of its hits are not listed in these tables
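HEK293 cells stably expressing RXFP1, treated 30 min at 37C with compounds plus PDE4 inhibitor Ro 20174; cAMP measured by HTRF TR-FRET. Normalized to buffer and 29 nM porcine relaxin; EC50 by Hill fit.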
Vif-APOBEC3G blk: inhibitors of Vif-APOBEC3G interaction. Q9HC16. HeLa A3G-eYFP + Vif (tagged APOBEC3G with the HIV-1 protein that degrades it), YFP fluorescence, overnight. Potency, µM (doses to about 46.1 µM), for the others: at the top dose activity, negative = active, most hits filed as inhibitors. 410,000 compounds, 0.076% hits. AID 602310;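 further: potency means the concentration at half of the fitted maximal effect; on the % scale 0 is the no-effect control and ±100 the full control effect; nearly all actives have a fitted effect of over 60% in size; hits raise eYFP signal because A3G escapes Vif-driven loss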
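HeLa cells stably expressing Vif and C-terminally eYFP-tagged A3G, seeded overnight at 37 deg C, then exposed to compound by pintool overnight at 37 deg C. Rise in yellow fluorescence (Ex 488/Em 500-530, Acumen) marks blocked Vif-driven A3G degradation.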
D2 PAM: positive allosteric modulators of human D2 dopamine receptor; P14416; HEK293 T-REx D2, calcium flux, EC20 dopamine potentiation; potentiation, % at 10 µM; 340,000 compounds, 0.34% hits; AID 485347;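 active means potentiation over 3 SD above the plate norm, cut at about 30% in these data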; further: 0% is about no effect
Target sequence (P14416 whole entry, looked up): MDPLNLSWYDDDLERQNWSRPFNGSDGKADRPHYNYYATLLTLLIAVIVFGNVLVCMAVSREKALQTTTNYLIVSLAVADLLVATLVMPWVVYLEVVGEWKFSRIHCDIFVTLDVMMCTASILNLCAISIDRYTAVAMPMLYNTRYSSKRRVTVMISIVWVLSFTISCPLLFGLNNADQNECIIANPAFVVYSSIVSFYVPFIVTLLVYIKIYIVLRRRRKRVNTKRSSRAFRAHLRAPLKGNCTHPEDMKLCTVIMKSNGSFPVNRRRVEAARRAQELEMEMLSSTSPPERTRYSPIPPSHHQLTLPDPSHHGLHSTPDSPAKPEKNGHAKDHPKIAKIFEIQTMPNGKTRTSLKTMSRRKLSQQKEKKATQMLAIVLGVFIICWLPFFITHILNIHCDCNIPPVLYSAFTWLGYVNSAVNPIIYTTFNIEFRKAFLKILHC
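Potentiation of an EC20 dopamine calcium response is measured in a force-coupled, tetracycline-inducible Hek293 Trex D2 line. Compound-only kinetic reads over 180 s flag agonists before dopamine addition.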
D1 PAM: enhances dopamine response at the human D1 receptor. HEK293 TREx D1 cells, calcium flux, dopamine EC20 potentiation. AID 504651. 360,000 compounds, 0.036% hits. P21728. potentiation, % at 10 µM; in the data active means potentiation above about 30%; further: 0% is about no effect
D1 ag: activates the human D1 dopamine receptor; P21728; activation, % at 2 µM; 360,000 compounds, 1% hits; HEK293 T-REx D1 cells, calcium flux, agonist mode; AID 504660; in the data active means activation above about 30%; further: 0% is about no effect
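Tetracycline-induced HEK293 TREx D1 cells, force-coupled to calcium signalling, were dye-loaded with a no-wash calcium kit. Compound was pin-added after a 10 s baseline. Fluorescence was read kinetically at 1 cycle/s for 180 s, with calcium rises flagged as agonism.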
LDHA inh: LDHA (human) enzyme inhibition. AID 1347041. purified LDHA, NADH/diaphorase-resazurin fluorescence; active compounds read low. activity change, % (values are at about 110 or 230 µM). 480,000 compounds, 0.15% hits; in the data active means activity change below about -30%; inconclusive means mostly about -25% to -30%;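 further: plate controls were DMSO wells for no effect and wells without enzyme for full effect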
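Human LDH5 (2 nM) was incubated with 0.06 mM NADH and 0.2 mM pyruvate for 5 min at room temperature in Tris pH 7.4. Remaining NADH was coupled through diaphorase/resazurin, and resorufin fluorescence was read at 0 and 20 min.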
Glioma ERSR ind: inducers of ER stress response in human glioma cells | U87-MG GRP78 promoter luciferase reporter, 16 h | Potency, µM, for inactives: at the highest dose activation, most hits filed as activators | 420,000 compounds, 0.02% hits; further: potency means the concentration at half of the fitted maximal effect; series mostly up to about 76 µM; % of control where 0% means no effect; nearly all actives have a fitted effect of over 35% in size
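Stably transfected U87-MG human glioma cells carrying a GRP78-based luminescent sensor were seeded at 1000 cells/well, pin-dosed with compounds and incubated 16 h. Luciferase reagent was then added, and end-point luminescence was read after 10 min at room temperature.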
Vif-APOBEC3F blk: Vif-A3F binding inhibition | HeLa A3F-eYFP + Vif (tagged APOBEC3F with the HIV-1 protein that degrades it), YFP fluorescence increase | Potency, µM (doses to about 46.1 µM), inactives show at the top dose activity, negative = active | 390,000 compounds, 0.2% hits | AID 602313; further: potency means the concentration at half of the fitted maximal effect; % of control where 0% means no effect; nearly all actives have a fitted effect of over 65% in size
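Fluorescence increase (Ex 488/Em 500-530) after overnight compound treatment at 37 deg C flags inhibition of Vif-driven A3F-eYFP loss in stable HeLa A3F-eYFP/Vif cells seeded overnight beforehand.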
Active calls of the source: *; ? = inconclusive; . = no result given; & = joins results of further samples. Unless noted, the call rests on the fitted dose curve; in most records, active means well fitted curve in the direction sought with a large enough effect; inconclusive means small, poorly fitted or top-dose-only effect, or another doubt; inactive means no such curve, though single readings can be large; an effect the other way counts as inactive or inconclusive.

SMILES	D1 antag	RXFP1 ag	Vif-APOBEC3G blk	D2 PAM	D1 PAM	D1 ag	LDHA inh	Glioma ERSR ind	Vif-APOBEC3F blk
CC(=O)Nc1ccc2nc(NC(=O)COc3ccc([N+](=O)[O-])cc3)sc2c1	15	0.2%	-1%	2	-4	5	-3	-4%	0%
COc1cccc(NS(=O)(=O)c2cc(C)ccc2OC)c1	-15	0.4%	1%	-5	-5	6	1	-3%	-13%
Cc1cc(C)c2cc(C#N)c(SCC(=O)Nc3cc(C)on3)nc2c1	9	?	-4%	-5	-6	3	-4	-4%	?
CCOc1ccccc1NC(=O)CSc1nnc(CNC(=O)c2ccco2)o1	19	-0.5%	0%	-11	-6	-2	-4	-3%	0%
CC(Sc1ccc(S(=O)(=O)N2CCOCC2)cc1[N+](=O)[O-])C(=O)O (configuration not stated)	-11	0.7%	-6%	14	0	3	-2	-4%	6%
CCCCCCCCC(=O)N/N=C(\C)c1ccco1	5	0.1%	2%	-13	-4	1	-1	-3%	-7%
COc1ccc(NC(=O)COC(=O)c2ccco2)c([N+](=O)[O-])c1	-2	-1.2%	-5%	7	0	3	0	-5%	-10%
CC[C@@H](C)[C@H](NC(=O)Cc1c(C)c2cc3c(C)c(C)oc3c(C)c2oc1=O)C(=O)O	-6	5.5%	-1%	3	0	1	-1	0%	-9%
CCCN(Cc1cc2cc(C)ccc2[nH]c1=O)C(=O)c1cccc(Cl)c1	1	?	2%	9	0	-1	-5	-2%	-6%
Cc1cc(C(=O)N2CCCC(CNS(=O)(=O)c3cccs3)C2)nn1C (configuration not stated)	9	0.1%	3%	-8	-7	0	-5	2%	-2%
COc1ccc(Cn2ccnc2SCC(=O)Nc2nc3ccccc3s2)cc1	15	1.9%	2%	10	3	7	4	-2%	-8%
CSc1cccc(CN2CCCC(CNC(=O)c3ccc(F)cc3)C2)c1 (configuration not stated)	1	-1.6%	0%	-14	-4	5	-4	-3%	-2%
Cc1cc(C(=O)Nc2ccccc2N2CCOCC2)no1	4	-0.9%	-10%	1	0	2	-8	-1%	-7%
CC(C)Oc1ccc(N2CC(C(=O)OCC(=O)NCc3ccccc3)CC2=O)cc1 (configuration not stated)	-4	0.3%	-2%	19	-1	-1	-6	-3%	-1%
O=C(CN1CCCN(Cc2ccccc2Cl)S1(=O)=O)NCc1ccccc1	-1	-0.1%	-2%	-2	4	0	-1	-1%	11%
CCOc1ccc(/C=N/Nc2ccccn2)cc1OC	11	0.3%	1%	6	-9	1	-2	-4%	?
Cc1ccccc1-n1c(=O)n(Cc2ccco2)c(=O)c2[nH]cnc21	6	3.3%	1%	2	-5	2	-3	6%	-1%
CSc1ccccc1OC1CCN(Cc2ccccc2)CC1	-88*	0.1%	0%	8	-8	15	-9	-2%	3%
Cc1ccc(S(=O)(=O)c2nc(-c3ccccc3)oc2NCc2cccnc2)cc1	6	0.3%	-11%	25	0	2	-3	-7%	?
Cc1cccc(C)c1OCc1nnc(SCC(=O)NCCc2ccccc2)o1	0	1.2%	0%	-12	-3	2	-4	-5%	-6%
Cc1ccnc(NC(=O)CN(C)S(=O)(=O)c2cccc3nsnc23)c1	2	-0.6%	-2%	-6	-4	3	7	-2%	2%
O=C(O)c1ccccc1/C=N/NC(=O)C1CCCCC1	-11	0.0%	5%	-8	0	2	-1	-1%	-12%
COc1ccccc1C(=O)NC(=S)Nc1cc(C(=O)O)ccc1C	9	0.0%	2%	1	-8	0	-3	0%	12%
COc1ccc([C@H]2CC(=O)C=C(c3ccc(C)c(F)c3)C2)cc1	-29	2.3%	5%	-5	-2	56*	1	4%	-1%
COc1cc(C2c3c(-c4ccccc4O)n[nH]c3C(=O)N2Cc2ccco2)ccc1OCC(C)C (configuration not stated)	46	2.3%	-9%	4	6	4	9	?	2%
CNC(=O)CSc1nnc(-c2ccco2)n1-c1cc(C)ccc1C	7	1.2%	-2%	6	-5	4	-2	0%	1%
CCCCn1c(N)c(N(CC(C)C)C(=O)C2CC(=O)N(c3ccc4c(c3)OCCO4)C2)c(=O)[nH]c1=O (configuration not stated)	1	4.6%	2%	-4	4	6	5	-1%	-2%
CCN(CC)C(=O)C(C)N(C#N)c1nc(C)cc(C)n1 (configuration not stated)	3	0.1%	0%	2	1	2	-8	-4%	8%
Cn1c(-c2ccccc2)c(C#Cc2ccc(N)cc2)c2ccccc21	.	.	1%	.	.	.	0	2%	2%
COc1cccc(N(C(=O)Cn2nnc(-c3ccc(C)cc3)n2)C(C(=O)NC(C)(C)C)c2c[nH]c3ccccc23)c1 (configuration not stated)	.	0.5%	0%	.	.	.	-5	-4%	-2%

Printed as active in D1 antag, of those listed so far:
canonical_smiles,D1 antag,D2 PAM,D1 PAM,D1 ag,LDHA inh
CSc1ccccc1OC1CCN(Cc2ccccc2)CC1,-88*,8,-8,15,-9

Next part:
SMILES	D1 antag	RXFP1 ag	Vif-APOBEC3G blk	D2 PAM	D1 PAM	D1 ag	LDHA inh	Glioma ERSR ind	Vif-APOBEC3F blk
COc1ccc2c(c1)CC(=O)NC=C2	1	-4.0%	1%	3	4	0	-8	0%	3%
CCOc1cc(C(=O)Nc2ccc(-c3nc4ncccc4o3)cc2C)cc(OCC)c1OCC	-6	-0.6%	-1%	5	4	1	-8	-2%	-8%
CCN(Cc1ccccc1)C(=O)CN1C(=O)COc2ccc(S(=O)(=O)NC3CCCC3)cc21	8&2	1.0%&7.5%	0%&2%	-4&3	-8&4	-1&-1	-3&3	-2%&0%	-10%&-3%
CCCCn1c(N)c(N(CCC(C)C)C(=O)CSc2nncn2-c2ccccc2)c(=O)[nH]c1=O	-13	-0.5%	-5%	-1	1	0	-3	5%	-1%
COc1ccc(S(=O)(=O)N2CCCCCC2)cc1C(=O)NCc1cccs1	-3	-0.1%	2%	23	14	0	1	-5%	-5%
COc1cccc2cc(C(C)N(CCCN3CCOCC3)C(=O)Nc3ccc(Cl)cc3)oc12 (configuration not stated)	-1	2.7%	1%	-19	-1	3	-1	-2%	-1%
CCOc1cc(CNc2ccc(N3CCN(C(C)=O)CC3)cc2)cc(Br)c1OC	-4	2.4%	-1%	15	0	5	3	-4%	-15%
COc1ccc(-c2cn[nH]c2-c2ccc(O)cc2O)cc1	1	-0.4%	4%	7	-3	0	-16	-6%	3%
COc1ccc(-c2ccc(CCC(=O)O)n2-c2ccc(Cl)cc2C)cc1	-5	0.1%	.	-12	-2	3	-3	.	.
Cc1ccc(NC(=S)Nc2ccc(F)cc2)cc1	13	2.2%	-1%	1	-1	5	-3	1%	1%
COc1ccc(CCNC(=O)c2cc(-c3ccccc3O)n[nH]2)cc1OC	-33*	-0.8%	1%	-1	-1	3	0&4	-2%	-5%
CN(CCCNC(=O)Cn1ncc2c([nH]c3ccccc32)c1=O)Cc1ccccc1	4	-0.8%	-4%	-21	0	-2	-6	-1%	-3%
Cc1cc(C=C2C(=O)c3ccccc3C2=O)c(C)n1C	4	-3.3%	0%	3	-1	6	-3	8%	?
Cc1ccc(S(=O)(=O)NC2CCCCCC2)cc1	.	.	-3%	.	.	.	-1	-5%	-18%
CCN(CC)c1ccc(NC(=O)COc2ccccc2C#N)cc1S(=O)(=O)Nc1ccc(OC)cc1	10	0.4%	-3%	-2	0	2	-4	-3%	1%

Grouped by structure: the entries above containing a thiophene ring, fused or not (2)
SMILES	D1 antag	RXFP1 ag	Vif-APOBEC3G blk	D2 PAM	D1 PAM	D1 ag	LDHA inh	Glioma ERSR ind	Vif-APOBEC3F blk
Cc1cc(C(=O)N2CCCC(CNS(=O)(=O)c3cccs3)C2)nn1C (configuration not stated)	9	0.1%	3%	-8	-7	0	-5	2%	-2%
COc1ccc(S(=O)(=O)N2CCCCCC2)cc1C(=O)NCc1cccs1	-3	-0.1%	2%	23	14	0	1	-5%	-5%

(cont.)
SMILES	D1 antag	RXFP1 ag	Vif-APOBEC3G blk	D2 PAM	D1 PAM	D1 ag	LDHA inh	Glioma ERSR ind	Vif-APOBEC3F blk
CCOc1ccc(/C(O)=C2/C(=O)C(=O)N(CCCn3ccnc3)C2c2cccs2)cc1Cl (configuration not stated)	-8	21%	1%	-8	-6	1	0	-1%	0%
COc1ccc2ccc(OCC(=O)NCC3CCCO3)cc2c1 (configuration not stated)	0	-0.5%	0%	-19	1	1	-4	1%	6%
O=C1CCC(CCc2nc3ccccc3[nH]2)(c2ccccc2)C(=O)N1 (configuration not stated)	.	.	0%	.	.	.	-3	-3%	-10%
Cc1cc(OC(C)C(=O)NCCCN2CCOCC2)c2c(C)c(C)c(=O)oc2c1 (configuration not stated)	15	5.0%	3%	0	-1	-1	-6&1	-4%	7%
NS(=O)(=O)c1ccc(CCNC(=O)COC(=O)CCc2c[nH]c3ccccc23)cc1	.	.	2%	.	.	.	-4	-2%	-13%
CCc1ccccc1N(C)C(=O)CCc1nc(-c2ccc(C)cc2)no1	-6	-1.0%	0%	3	-2	0	1	-5%	2%
COc1ccc(C2C(C(=O)NCC3CCCO3)CCC(=O)N2c2ccc3c(c2)OCO3)cc1 (configuration not stated)	-9	0.4%	-2%	1	0	0	-1	-4%	-3%
COc1cccc(C(=O)Nc2ccccc2F)c1	25	2.1%	0%	4	7	2	-4	2%	-5%
O=C(N/N=C/c1cccs1)c1cccnc1	24	5.7%	-3%	-6	-2	1	2	3%	10%
O=c1[nH]c(C2CCCN(S(=O)(=O)c3ccc(F)cc3)C2)nc2c1nnn2Cc1ccccc1 (configuration not stated)	-13	0.1%	-6%	2	-8	1	0	-3%	-1%
CCOC(=O)CCCn1ccc2cc(S(=O)(=O)N3CCCC3)ccc21	7	3.8%	0%	5	0	2	-1	0%	4%
COc1ccccc1CN1CCC(n2nccc2NC(=O)CCCc2ccccc2)CC1	-9	-0.4%	-1%	.	-7	24	1	2%	6%
OC1CCCN(c2ncnc3c2nnn3Cc2c(F)cccc2Cl)C1 (configuration not stated)	-8	0.8%	-10%	5	0	3	-4	-1%	6%
COc1ccccc1C1C(C(=O)c2cc3ccccc3o2)=C(O)C(=O)N1CCN1CCOCC1 (configuration not stated)	6	30%	-6%	-7	-2	0	5	-2%	.
O=C(c1ccc(F)cc1)N1CCC(C(=O)N2CCCc3ccccc32)CC1	.	.	-1%	.	.	.	-8	-3%	-3%

Source: PubChem

A portion of the library. The share of hits here may be higher or lower than overall.
